# Source: PubChem BioAssay
# D3 ag: activates the human D3 dopamine receptor; P35462; D3R DiscoveRx beta-arrestin cells, luminescence, 90 min; max activation, %; 0.58% of 410,000 active; AID 652048; in the data active means max activation above about 30%; further: 0% is about no effect; mostly tested at two doses, the higher about 12 µM
# Target sequence (P35462 whole entry, looked up): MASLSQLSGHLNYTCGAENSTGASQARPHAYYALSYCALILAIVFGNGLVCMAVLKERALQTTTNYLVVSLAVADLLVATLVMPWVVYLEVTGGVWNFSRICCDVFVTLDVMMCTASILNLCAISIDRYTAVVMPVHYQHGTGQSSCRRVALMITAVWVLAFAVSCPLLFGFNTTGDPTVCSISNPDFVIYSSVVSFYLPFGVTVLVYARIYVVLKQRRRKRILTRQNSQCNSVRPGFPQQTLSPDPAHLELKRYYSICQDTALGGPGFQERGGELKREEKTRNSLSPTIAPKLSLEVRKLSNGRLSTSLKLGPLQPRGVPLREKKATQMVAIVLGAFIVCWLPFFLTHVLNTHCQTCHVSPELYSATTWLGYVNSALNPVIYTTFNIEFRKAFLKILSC
#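 Agonist-mode cell screen: cells plated at 1500/well and incubated overnight at 37 °C, then exposed to library compounds for 90 min at 37 °C. Detection reagent was added for 30–60 min at room temperature, and luminescence was read.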
# EPAC2 agonist: EPAC2 (human) agonism; Potency, µM (series often up to 154 µM), without a hit: top-dose activation, most hits filed as activators; EPAC2 activation, biochemical qHTS; response scale: 100% = 6.5 mM cAMP response; 0.079% of 360,000 active; Q8WZA2; further: potency means the concentration at half of the fitted maximal effect; nearly all actives have a fitted effect of over 50% in size
#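 Exchange assay: 100 nM EPAC2 with 250 nM Rap1B-BODIPY-GDP and 50 uM GDP. Fluorescence (ex 480/em 540 nm) read every 5 min for 30 min at room temperature. Data normalized to 6.5 mM cAMP as agonist control.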
# EPAC2 antagonist: antagonists of human EPAC2; Q8WZA2; EPAC2 GEF exchange of Rap1B-BODIPY-GDP, fluorescence; Potency, µM (top dose mostly 114 µM), for inactives: top-dose activity, negative = inhibition, usual class: inhibitors; 0.18% of 360,000 active; AID 720708; further: potency means the concentration at half of the fitted maximal effect; on the % scale 0 is the no-effect control and ±100 the full control effect; nearly all actives have a fitted effect of over 45% in size; many of its hits are not listed in these tables
# DRD3 antagonist: blocks the human D3 dopamine receptor. P35462. D3R cells, DiscoveRx beta-arrestin luminescence, antagonist mode; active compounds read low. max response, negative = inhibition, %. 2.5% of 360,000 active; in the data active means max response below about -50%; inconclusive means no clear call, values can overlap the other calls; further: on the % scale 0 is the no-effect control and ±100 the full control effect; mostly tested at two doses, the higher about 12 µM
#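 Cells expressing the human receptor were seeded at 1500 cells/well, incubated overnight at 37 degrees C in 5% CO2, then exposed to library compounds with dopamine controls for 90 minutes at 37 degrees C before luminescent detection.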
# Abeta rescue: restores growth of yeast expressing A-beta42 peptide. AID 1347071. Potency, µM (doses to about 46.1 µM), without a hit: top-dose growth rescue, hits mostly activators. 0.063% of 410,000 active. yeast expressing A-beta42, growth rescue, OD600, 48 h; response scale: 0% DMSO, 100% iron-clioquinol control; further: potency means the concentration at half of the fitted maximal effect; nearly all actives have a fitted effect of over 55% in size
#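 Growth rescue measured by 600 nm absorbance after 48 h yeast culture at 30 C with compound. Values normalized between DMSO and an equimolar ferric chloride plus clioquinol control.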
# FUS suppressor: rescues growth of FUS-expressing yeast; Potency, µM (highest dose often 76.6 µM), without a hit: at the highest dose growth rescue (activation), hits mostly activators; S. cerevisiae FUS-expressing, growth rescue, OD600, 24 h; 0.24% of 390,000 active;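 further: potency means the concentration at half of the fitted maximal effect; plate controls were DMSO vehicle for no effect and reference control for full effect; nearly all actives have a fitted effect of over 55% in size; some results filed as inactive show a strong effect at the top dose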
#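 Yeast FUS proteinopathy model; galactose-induced FUS (2%), starting OD 0.005. Cpds in dilution series, 24hr, 30C, 99% humidity. Abs 600 nm growth. Pos ctrl CP55940 (top 92uM final); neg ctrl DMSO.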
# TDP43 rescue: inhibitors of TDP-43 toxicity in yeast | TDP-43 expressing yeast growth rescue, BacTiter-Glo, 24 h | Potency, µM (doses to about 46.1 µM), without a hit: at the highest dose growth rescue (activation), hits mostly activators | 1.8% of 410,000 active; further: potency means the concentration at half of the fitted maximal effect; % of control where 0% means no effect; nearly all actives have a fitted effect of over 50% in size
#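 Readout is BacTiter-Glo luminescence of cell growth, so inhibitors register as activators. TDP-43-expressing yeast at OD600=0.02 in galactose medium, after raffinose pregrowth to mid-log, were incubated with compound for 24 hr at 30 deg C.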
# aSyn yeast inh: alpha-synuclein toxicity inhibition in yeast. Yeast expressing alpha-synuclein, growth rescue, BacTiter-Glo, 24 h. Potency, µM (doses to about 46.1 µM), for inactives: at the highest dose growth rescue (activation), most hits filed as activators. 0.14% of 370,000 active. AID 652106; further: potency means the concentration at half of the fitted maximal effect; % of control where 0% means no effect; nearly all actives have a fitted effect of over 65% in size
#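 Readout is rescue of growth in alpha-synuclein-expressing yeast, so inhibitors of toxicity appear as activators. Growth after 24 hr at 30 deg C in galactose medium is quantified by luminescence.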
# * = called active by the depositor; ? = inconclusive; · = no result given; & = joins results of further samples; [ ] = remark or other dose. Unless noted, the call rests on the fitted dose curve; in most records, active means well fitted curve in the direction sought with a large enough effect; inconclusive means small, poorly fitted or top-dose-only effect, or another doubt; inactive means no such curve, though single readings can be large; an effect the other way counts as inactive or inconclusive.
cpd	SMILES	D3 ag	EPAC2 agonist	EPAC2 antagonist	DRD3 antagonist	Abeta rescue	FUS suppressor	TDP43 rescue	aSyn yeast inh
1	COC(=O)CNC(=O)c1ccccc1F	-1	15%	-13%	-18	-24%	-39%	-16%	-12%
2	CC(=O)CC[C@@H](C)O[C@@H]1OC(C)[C@H](O)CC1O (stereo partly specified)	1	-1%	6%	-9	-4%	-5%	3%	-1%
3	CC(=O)c1c(C)[nH]c(C(=O)OCC(=O)Nc2nnc(-c3ccccc3)o2)c1C	1	7%	-8%	7	-14%	-21%	22%	0%
4	O=C(O)CCCC(=O)Nc1ccccc1C(=O)O	20	-1%	-2%	-19	9%	6%	-16%	0%
5	Cc1c(Cl)cccc1NC(=O)CCN1C(=O)C2CC=CCC2C1=O (stereo unspecified)	3	6%	25%	8	10%	·	0%	6%
6	COc1cccc(CN2CCSCC2)c1OC	3	3%	0%	2	6%	-15%	-13%	-4%
7	CCc1nnc(SCC(=O)NC2CCCC2)nc1CC	2	11%	-6%	16	3%	10%	0%	2%
8	O=C(Nc1ccc(F)cc1)c1cccc(N2CCCS2(=O)=O)c1	-9	·	·	·	-8%	-7%	7%	·
9	Cc1nn(CC2CC2)c(=O)n1N(C)c1ncc(C(F)(F)F)cc1Cl	-1	4%	5%	2	6%	14%	19%	2%
10	COc1ccc(C(=O)N(CN2CCCC2=O)c2ccccc2OC)cc1OC	6	-9%	15%	9	25%	11%	18%	4%
11	Cc1ccc(C2CC(c3ccc(F)cc3)Nc3nc(N)nn32)cc1 (stereo unspecified)	3	4%	-8%	-11	6%	9%	13%	-8%
12	C=CCC[C@H](Cc1ccc(F)cc1)C(=O)OC[C@@H]1CCCN1C(=O)[C@@H](CC=C)CC(=O)NCCO	3	-11%	-12%	16	1%	22%	13%	1%

# (cont.)
cpd	SMILES	D3 ag	EPAC2 agonist	EPAC2 antagonist	DRD3 antagonist	Abeta rescue	FUS suppressor	TDP43 rescue	aSyn yeast inh
13	COc1cccc(-n2c(COc3ccccc3C)nnc2SCC(=O)O)c1	5	8%	3%	8	11%	-5%	-6%	-4%
14	CC(C)(C)Cc1nnc(NS(=O)(=O)Cc2ccccc2)s1	7	0%	-2%	9	7%	-6%	3%	2%
15	CCOc1cc(/C=N/NC(=O)CNc2cccc(C)c2)ccc1OC(=O)c1ccccc1	1	-7%[15.6 µM]	-6%	32	16%	8%	-8%	12%
16	CN1C[C@@H]2[C@@H]3C(=O)N(Cc4ccccc4)C(=O)[C@@H]3[C@](Cc3ccccc3)(C1=O)N2C(=O)c1ccc(C(F)(F)F)cc1	-5	-4%	-7%	9	1%	48%	5%	6%
17	COc1ccc2c(c1)C(CC(C)=O)N(c1ccc(-c3cnc(OC)nc3)cc1)C(c1ccsc1)=C2 (stereo unspecified)	0	11%	?	32	22%	?	0%	-15%
18	Cc1nc(Cl)sc1C(=O)Nc1cccc(C(F)(F)F)c1	-4	-2%	-2%	2	22%	6%	6%	0%
19	c1ccc(CSc2ncnc3ccccc23)cc1	-1	9%	-29%	10	1%	21%	?	?
20	COc1ccccc1Cn1c(C2CC(=O)N(c3ccccc3OC)C2)nc2ccccc21 (stereo unspecified)	2	·	·	·	-13%	35%	16%	·
21	CC1CCN(CCC(=O)NN)CC1	9	1%	6%	4	9%	-9%	9%	-6%
22	CCOC(=O)c1cc(-c2ccccc2)n(CC(=O)N(C)c2ccc(OC)cc2)c1C	-22	·	·	·	-25%	?	16%	·
23	CCn1c(SCC(=O)NCc2ccc(F)cc2)nc2c(c1=O)SC(C)C2 (stereo unspecified)	5	1%	-14%	13	-24%	2%	-1%	-15%
24	Cc1cn([C@H]2C[C@H](O)[C@@H](CNCc3cccn3-c3nccs3)O2)c(=O)[nH]c1=O	-7	5%	3%	-20	1%	-5%	12%	0%

# The list continues.
cpd	SMILES	D3 ag	EPAC2 agonist	EPAC2 antagonist	DRD3 antagonist	Abeta rescue	FUS suppressor	TDP43 rescue	aSyn yeast inh
25	CCCCCCn1cc(CN2CC(N3CCN(CCO)CC3)CS2(=O)=O)nn1 (stereo unspecified)	6	10%	5%	-1	4%	-10%	?	-4%
26	O=c1c2cn[nH]c2nc(SCc2c(F)cccc2F)n1-c1ccc(Cl)cc1	4&-14	12%	-2%	6	20%&-16%	?	-21%[0.397 µM]	-3%
27	CC(OC(=O)/C=C/c1ccccc1)C(=O)NC1CCCCC1C (stereo unspecified)	-7	-1%	8%	2	-4%	-26%	11%	-7%
28	COC(=O)Cn1c(Cc2ccccc2)nc2ccccc21	-8	11%	1%	-22	-3%	-2%	-27%	-2%
29	c1ccc(Cn2ncc3c(N4CCOCC4)ncnc32)cc1	2	6%	-5%	7	11%	17%	15%	0%
30	CC(=O)N(/N=C/c1ccc(C)cc1)c1nc(CCl)cs1	-7	2%	0%	-6	-5%	20%	-22%	0%
31	COc1ccccc1CNC(=O)c1ccccc1N(C)S(C)(=O)=O	7	-4%	3%	20	4%	8%	-21%	-1%
32	c1ccc(-n2cc(CN3CCC(N4CCOCC4)CC3)c(-c3ccc4c(c3)OCO4)n2)cc1	-15	7%	2%	2	5%	12%	-11%	2%
33	COc1ccc(NC(=O)CN(C)CC(=O)Nc2cccc(C(F)(F)F)c2)cc1	-6	4%	-8%	-7	19%	17%	-17%	4%
34	COC1CCN(C(=O)CC2C(=O)NCCN2CC2CCCCC2)CC1 (stereo unspecified)	13	5%	7%	1	1%	9%	-11%	-4%
35	COc1ccc(CCNC(=O)c2ccc(Cn3c(=O)c4ccccc4n(CC(=O)C(C)(C)C)c3=O)cc2)cc1OC	1	·	·	·	-19%	?	0%	·
36	CC(C)OCc1c(C(=O)OC/C(O)=C(\C#N)c2nc3ccccc3[nH]2)oc2ccccc12	-4	7%	-10%	-4	-11%	15%	-26%	1%

# (continued)
cpd	SMILES	D3 ag	EPAC2 agonist	EPAC2 antagonist	DRD3 antagonist	Abeta rescue	FUS suppressor	TDP43 rescue	aSyn yeast inh
37	O=C(c1noc2c1CCCC2)N1CCN(c2ccccc2)CC1	18	-13%	7%	17	15%	9%	15%	3%
38	Cc1ccc(OCC(=O)N2CCC(Cc3ccccc3)CC2)c([N+](=O)[O-])n1	-5	3%	0%	-10	-7%	17%	21%	2%
39	CCc1nc2ccc(C(=O)N3CCN(S(=O)(=O)CC)CC3)cn2c1N(C)C(=O)c1cccc(OC)c1	-9	0%	-5%	?	5%	-1%	14%	-2%
40	CCOc1ccc(S(=O)(=O)Nc2ccccc2C(=O)NCC2CCCO2)cc1 (stereo unspecified)	0	9%	-1%	-5	13%	4%	-6%	2%
41	O=C(NC1CC2CCCC(C1)N2C(=O)Nc1ccc(Cl)c(C(F)(F)F)c1)C1CC1 (stereo unspecified)	-8	-3%	-2%	2	2%	3%	3%	-10%
42	CCOC(=O)N1CCc2c(sc3c2C(=O)NC(c2ccc(C(=O)OC)cc2)N3)C1 (stereo unspecified)	-12	·	·	·	-13%	-4%	3%	-6%
43	COc1ccc(NC(=O)CN(C)C(=O)CCc2ccccc2)cc1	-13	6%	14%	0	6%	-2%	-14%	1%
44	C=Cn1cc(CNC[C@H]2O[C@@H](n3ccc(N)nc3=O)[C@H](O)[C@@H]2O)c(C)n1	8	8%	-2%	-4	0%	-32%	14%	-1%
45	CC[n+]1oc(-c2ccccc2)cc1C	13	5%	6%	-4	1%	10%	-12%	-1%
46	O=C(CCN1CCOCC1)N1CCc2c([nH]c3ccccc23)C1c1cccc(Cl)c1 (stereo unspecified)	-16	6%	-20%	-11	1%	9%	-4%	1%
47	COC(=O)c1[nH]c2cccc(OC)c2c1NC(=O)CN1CCOCC1	-9	-81%[inhibitor][15.6 µM]	4%	-21	11%	14%	-5%	0%
48	O=C(CSc1ccc([N+](=O)[O-])cn1)Nc1cc(C(F)(F)F)ccc1N1CCOCC1	-2	0%	-1%	4	5%	·	20µM*	20%

# Next entries follow:
cpd	SMILES	D3 ag	EPAC2 agonist	EPAC2 antagonist	DRD3 antagonist	Abeta rescue	FUS suppressor	TDP43 rescue	aSyn yeast inh
49	CC(C)(C)OC(=O)N1CCCC(C(=O)Nc2ccc(C(=O)N3CCCC3)cc2)C1 (stereo unspecified)	19	3%	-13%	25	-10%	8%	-5%	1%
50	COc1cc2[nH]c(=O)n(CCCC(=O)N(C)Cc3ccccc3)c(=O)c2cc1OC	2	·	·	·	-4%	3%	2%	·
51	O=C(COC(=O)c1sc2cc(F)ccc2c1Cl)Nc1ncc(Cl)cc1Cl	1	11%	-1%	-9	-20%	·	-3%	0%
52	CN(CC(=O)Nc1ccccc1Br)C(=O)c1ccccc1Cc1ccccc1	-8	-2%	-13%	-21	-13%	36%	?	0%[1.84 µM]
53	CCOC(=O)c1c(C)oc2nc(C)nc(NCc3ccc(OC)cc3)c12	11	·	·	·	-18%	-27%	14%	·

# An excerpt (hit frequency here may not be typical).
